# HIV fusion peptide: inhibitors of HIV fusion peptide binding, primary screen, biochemical, uHTS, fluorescence dequenching (AID 1986); cell-free peptide binding, fluorescence dequenching, 30 min; higher % means a stronger effect; one-dose inhibition, % at 20 µM; IC50 in µM for titrated hits; 0.3% of 290,000 active; in the data active = inhibition mostly above about 52%, no sharp cut-off; inactive = mostly below about 76%; also: some results filed as inactive read as strong as hits
# Siah-1 displacement: Siah-1 peptide-binding antagonists, primary screen, biochemical, fluorescence polarization, rhodamine-plectin, uHTS (AID 1817); Siah-1 / rhodamine-plectin peptide fluorescence polarization; higher % means a stronger effect; displacement, % at 20 µM; hits with a dose series show IC50 in µM; 0.02% of 290,000 active;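 active = displacement of at least 50% at 20 µM, with a fluorescence ratio check between 0.3 and a set limit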;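 also: plate controls were Siah plus tracer with DMSO for no effect and tracer alone without Siah for full effect; strong numbers were not always called active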
# LYP phosphatase: PTPN22 lymphoid phosphatase activity blockers – biochemical, fluorescence intensity, uHTS (AID 1779). recombinant LYP phosphatase, fluorescence intensity; higher % means a stronger effect. one-dose inhibition, % at 11.5 µM; IC50 in µM for titrated hits. 0.054% of 290,000 active;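 also: plate controls were vehicle with enzyme for no effect and no enzyme for full effect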
# KOR beta-arrestin-1: KOR antagonists, beta-arrestin recruitment, cell-based, luminescence, uHTS (AID 1778); KOR beta-arrestin recruitment, luminescence, antagonist mode; higher % means a stronger effect; inhibition, % at 10 µM; hits with a dose series show IC50 in µM; 0.091% of 290,000 active; also: strong numbers were not always called active
# Myeloid diff 2: myeloid differentiation induction; ER-HoxA9 myeloid progenitors, lysozyme-GFP differentiation, flow cytometry; calls only at 10 µM; 1% of 360,000 active; AID 624256;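 active = normalized GFP-positive differentiation at or above the plate's own cutoff, the solvent-only control mean plus 3 SD; inconclusive = no clear call, values can overlap the other calls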;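 also: cells exposed to compound for four days before flow analysis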
# HEK293 NOD2/NF-kB: inhibition of NOD2-driven NF-kB reporter – cell-based, luminescence, uHTS, HEK293 (AID 1566); HEK293 NOD2/NF-kB luciferase reporter, luminescence; higher % means a stronger effect; one-dose inhibition, % at 4 µM; EC50 in µM for titrated hits; 0.63% of 290,000 active; also: many of its hits are not listed in these tables
# NOD1 NF-kB reporter: NOD1 signaling inhibitors, primary screen, cell-based, luminescence, uHTS (AID 1578); one-dose inhibition, % at 4 µM; EC50 in µM for titrated hits; NOD1-driven NF-kB luciferase reporter cells, luminescence; higher % means a stronger effect; 1% of 290,000 active; in the data active = inhibition mostly above about 36%, no sharp cut-off; inactive = mostly below about 34%;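 also: HEK-293T reporter cells stimulated with the NOD1 agonist gamma-tri-DAP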
# KOR beta-arrestin-2: KOR agonists, beta-arrestin recruitment, primary screen, cell-based, luminescence, uHTS (AID 1777); KOR beta-arrestin recruitment, luminescence; higher % means a stronger effect; activation, % at 10 µM, or EC50 in µM where a hit was titrated; 0.02% of 280,000 active; in the data active = activation above about 50%, passing the limit was not always enough; also: a part of the inactive calls stands beside numbers as strong as those of hits
# Salmonella PhoP GFP: PhoP-dependent GFP reporter repression – Salmonella Typhimurium, primary screen (AID 1863); 0.16% of 300,000 active; one-dose inhibition, % at 50 µM; IC50 in µM for titrated hits; S. Typhimurium PhoP-regulated promoter GFP reporter, 4 h; higher % means a stronger effect;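 active = inhibition over 29.93%, a cutoff 3 SD above the screen mean, later confirmed by dose response; inconclusive = inhibition over 29.93% but no dose response follow-up; inactive = inhibition at most 29.93% or unconfirmed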;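 also: 0% = low Mg2+ inducing control and 100% = high Mg2+ repressing control; strong numbers were not always called active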
# Myeloid diff 2 GFP+ MAC1+ %: second read-out of Myeloid diff 2, no call of its own (marks repeat the call); GFP+ MAC1+ double positive, %; measured here: differentiation confirmed by MAC1 staining
# Numbers without * were called inactive; i = inactive; ? = inconclusive; · = not tested or not shown; + = active, no number; [ ] = another dose, or the depositor's remark. Rule as the data show it, unless noted: active = inhibition above about 50%; inactive = the rest. A portion of the library; rates above refer to the full screens.
SMILES,HIV fusion peptide,Siah-1 displacement,LYP phosphatase,KOR beta-arrestin-1,Myeloid diff 2,Myeloid diff 2 GFP+ MAC1+ %,HEK293 NOD2/NF-kB,NOD1 NF-kB reporter,KOR beta-arrestin-2,Salmonella PhoP GFP
Cc1ccc(SCC(=O)Nc2ccc(-c3nnc(-c4ccco4)o3)cc2)cc1,3.3%,18%,-4%,-48%,i,0.3,8%,-4%,1.4%,4%
COc1ccc(N2CCN(C(CNC(=O)c3ccco3)c3cccnc3)CC2)cc1 (stereo not given),1.7%,1%,-6%,-21%,i,0.6,9%,-26%,-1.8%,0%
COc1ccc(-n2nnnc2SCC(=O)N2CCCc3ccccc32)cc1OC,-2.7%,-3%,-4%,-14%,i,3.6,21%,-3%,8.9%,4%
CCC(NC(=O)c1cc(COc2ccc(Cl)cc2OC)on1)c1ccncc1 (stereo not given),1.1%,2%,-7%,-18%,i,0.8,-35%,-63%,1.9%,-3%
O=C(NC1CCCCC1)N(Cc1nc2ccccc2c(=O)[nH]1)C1CCCCC1,-1.1%,-3%,-1%,-40%,i,0.5,8%,19%,7.2%,4%
COc1ccc(NC(=O)COC(=O)c2cnccn2)cc1Cl,-1.7%,-2%,2%,0%,i,1.0,1%,-20%,0.8%,-2%
COc1ccc(CNC(=O)C/C(C)=N/NC(=O)COc2ccc(C)cc2Br)cc1,-1.6%,-3%,1%,-133%,i,0.4,12%,-31%,3.6%,2%
CC(NC(=O)c1cc(-c2ccccc2)nc2ccccc12)C1CCCO1 (stereo not given),0.8%,3%,-5%,-42%[20 µM],·,·,-4%,-18%,-5.6%,6%
Cn1c(=O)c2c(O)c(Cc3ccccc3)c(=O)n(C)c2n(C)c1=O,1.5%,18%,-2%,29%,i,0.9,-5%,-3%,1.0%,·
O=c1c(O)c(-c2ccc(O)cc2O)oc2cc(O)cc(O)c12,46%,17%,-4%,8%,·,·,14%,-16%,-4.7%,-7%
CCOc1ccc(C2NC(=O)Cc3cc(OC)c(OC)cc32)cc1 (stereo not given),0.7%,3%,-8%,14%,i,1.3,12%,-5%,-2.7%,0%
O=C(CSc1n[nH]c(-c2ccccc2)n1)NCc1cccc(C(=O)O)c1,0.1%,2%,-1%,0%[20 µM],·,·,20%,-18%,2.9%,1%
O=C(Nc1cc(Cl)ccc1O)c1cc2n(n1)C(C(F)(F)F)CC(c1ccc3c(c1)OCO3)N2 (stereo not given),6.0%,1%,10%,-22%,i,0.6,53%*,51%,1.6%,-7%
CCN1CCN(C(=O)c2ccc(OC3CCN(CCc4ccccc4)CC3)cc2)[C@@H](C)C1=O,0.0%,4%,-8%,10%,i,2.1,5%,-23%,-0.4%,4%
Cn1c(=O)[nH]c(=O)c2c1nc(Br)n2CC(O)c1ccccc1 (stereo not given),1.1%,1%,-4%,-40%,i,1.1,4%,-14%,2.4%,7%

# A different layout for some results above.
Molecule	HIV fusion peptide	Siah-1 displacement	LYP phosphatase	KOR beta-arrestin-1	Myeloid diff 2	Myeloid diff 2 GFP+ MAC1+ %	HEK293 NOD2/NF-kB	NOD1 NF-kB reporter	KOR beta-arrestin-2	Salmonella PhoP GFP
COc1ccc(NC(=O)COC(=O)c2cnccn2)cc1Cl	-1.7%	-2%	2%	0%	i	1.0	1%	-20%	0.8%	-2%
COc1ccc(CNC(=O)C/C(C)=N/NC(=O)COc2ccc(C)cc2Br)cc1	-1.6%	-3%	1%	-133%	i	0.4	12%	-31%	3.6%	2%

# Following part.
SMILES,HIV fusion peptide,Siah-1 displacement,LYP phosphatase,KOR beta-arrestin-1,Myeloid diff 2,Myeloid diff 2 GFP+ MAC1+ %,HEK293 NOD2/NF-kB,NOD1 NF-kB reporter,KOR beta-arrestin-2,Salmonella PhoP GFP
CCCc1nc(SCC(=O)N2CCN(c3ccccc3)CC2)c2c(=O)n(C)c(=O)n(C)c2n1,-4.7%,4%,4%,36%,+,8.3*,16%,9%,4.1%,5%
O=C(O)CCn1c(=O)n(CCC(=O)O)c(=O)n(CCC(=O)O)c1=O,0.1%,5%,-4%,-42%[20 µM],i,0.6,2%,-40%,·,-3%
O=c1[nH]c(SCc2cccc(F)c2)nc2c1CCCC2,1.8%,4%,-6%,-7%,i,0.6,3%,-13%,-2.5%,-7%
N[C@@H](Cc1ccccc1)C(=O)N1CCC(C(=O)NCC(=O)Nc2ccc(F)cc2)CC1,-0.6%,0%,-13%,-1%,i,8.3,5%,-11%,-3.5%,6%
COc1cccc(N(C(=O)c2snc(C(N)=O)c2N)C(C(=O)NCC2CCCO2)c2ccc3ncccc3c2)c1 (stereo not given),0.7%,16%,-3%,3%,i,0.4,-3%,-15%,3.3%,-1%
COc1ccc(-c2cc(C(=O)n3cnc4ccccc43)c3ccccc3n2)cc1,2.0%,1%,-1%,-40%,i,0.5,-17%,2%,13%,10%
O=C(NCc1ccccc1)C1CC2CCCC(C1)C2=O (stereo not given),1.8%,1%,-5%,0%,i,1.0,6%,-18%,1.3%,-8%
O=C1c2ccccc2C(Nc2ccc3c(c2)OCCO3)N1Cc1ccco1 (stereo not given),-1.1%,-9%,-3%,-30%,i,2.9,4%,43%,2.5%,8%
CCOc1ccc(-n2c(C)c(C(=O)O)c3cc(OC)ccc32)cc1,-0.1%,-6%,-7%,-25%,i,0.2,26%,14%,-5.1%,8%
CC(=O)C1=NN(c2ccccc2)C(c2cccs2)N1c1ccc(N(C)C)cc1 (stereo not given),0.1%,5%,-4%,-10%,i,3.7,15%,50%,1.1%,3%
Cc1c(CCOC(=O)C23CC4CC(CC(C4)C2)C3)sc[n+]1Cc1ccccc1,-0.2%,2%,3%,3%,i,0.3,14%,-17%,2.7%,7%
CCOCCCNC(=O)C1CCN(C(=O)Nc2ccc(C)cc2)CC1,-0.5%,-1%,-6%,11%,i,0.6,-3%,-14%,4.7%,-7%
COc1ccc(-n2cc(CNC3CCN(C)CC3)c(-c3cccc(F)c3)n2)cc1,0.0%,-7%,-20%,-89%,?,·,-5%,14%,8.7%,29%
O=C(N1CCCCCC1)N1CCN(S(=O)(=O)N2CCCCC2)CC1,-1.6%,6%,-2%,5%,i,1.5,5%,-8%,-5.2%,3%
CCn1cc(C(=O)NC2CCCCC2)c(=O)c2ccc(C)nc21,-1.1%,2%,5%,10%,i,0.7,11%,-10%,0.9%,-10%

# 6 compounds already listed, sorted by the number in KOR beta-arrestin-2, high to low:
structure,HIV fusion peptide,Siah-1 displacement,LYP phosphatase,KOR beta-arrestin-1,Myeloid diff 2 GFP+ MAC1+ %,HEK293 NOD2/NF-kB,NOD1 NF-kB reporter,KOR beta-arrestin-2,Salmonella PhoP GFP
COc1ccc(-c2cc(C(=O)n3cnc4ccccc43)c3ccccc3n2)cc1,2.0%,1%,-1%,-40%,0.5,-17%,2%,13%,10%
COc1cccc(N(C(=O)c2snc(C(N)=O)c2N)C(C(=O)NCC2CCCO2)c2ccc3ncccc3c2)c1 (stereo not given),0.7%,16%,-3%,3%,0.4,-3%,-15%,3.3%,-1%
O=C1c2ccccc2C(Nc2ccc3c(c2)OCCO3)N1Cc1ccco1 (stereo not given),-1.1%,-9%,-3%,-30%,2.9,4%,43%,2.5%,8%
O=C(NCc1ccccc1)C1CC2CCCC(C1)C2=O (stereo not given),1.8%,1%,-5%,0%,1.0,6%,-18%,1.3%,-8%
CC(=O)C1=NN(c2ccccc2)C(c2cccs2)N1c1ccc(N(C)C)cc1 (stereo not given),0.1%,5%,-4%,-10%,3.7,15%,50%,1.1%,3%
O=c1[nH]c(SCc2cccc(F)c2)nc2c1CCCC2,1.8%,4%,-6%,-7%,0.6,3%,-13%,-2.5%,-7%

# (further entries)
SMILES,HIV fusion peptide,Siah-1 displacement,LYP phosphatase,KOR beta-arrestin-1,Myeloid diff 2,Myeloid diff 2 GFP+ MAC1+ %,HEK293 NOD2/NF-kB,NOD1 NF-kB reporter,KOR beta-arrestin-2,Salmonella PhoP GFP
c1ccc2c(c1)CCN(C1=Nc3cccc4cccc1c34)C2,10%,112%,-5%,28%,i,0.4,-30%,-42%,-11%,-2%
Cc1ccc(-c2nnn(CC(=O)N(CC(=O)NC3CCCCC3)c3cccc(F)c3)n2)o1,-0.6%,-7%,-10%,-23%,·,·,5%,32%,-1.0%,·
OC(CNC1Cc2ccccc2C1)c1ccccc1 (stereo not given),-1.7%,4%,-6%,24%,i,0.7,-28%,-9%,-3.6%,1%
Cc1ccc(CNS(=O)(=O)c2ccc3c(c2)NC(=O)C(C)S3)cc1 (stereo not given),1.1%,-2%,-4%,-40%,i,0.7,36%,16%,3.7%,-5%
CCCC/S(CC1CC1(Cl)Cl)=N\S(=O)(=O)c1ccc(C)cc1 (stereo not given),-0.6%,5%,-4%,-24%,i,11,14%,-19%,4.8%,-5%
O=C(Cc1ccc(Br)cc1)N1CCOCC1,-1.6%,-3%,-7%,-20%[20 µM],i,0.3,-15%,-4%,0.4%,9%
CCCCC(=O)N1CC(=O)Nc2ccc(F)cc2C1c1ccc(F)cc1 (stereo not given),-0.8%,-3%,-6%,0%,i,0.4,0%,-8%,4.9%,3%
OCCCc1nc2n(n1)C(c1ccccc1Cl)C=C(c1cccs1)N2 (stereo not given),21%,2%,-11%,-16%,i,0.7,-12%,-2%,0.9%,-12%
Cc1ccc(NC(=O)C2CCCN(S(=O)(=O)c3cnc[nH]3)C2)cc1F (stereo not given),1.1%,-4%,-6%,-25%,i,1.8,5%,-20%,2.6%,3%
COc1ccc(C(=O)Nc2cccc(C(C)=O)c2)cc1S(=O)(=O)N1CCOCC1,1.1%,3%,-2%,16%,i,1.2,-16%,19%,·,3%
COc1ccc(C(CC(=O)Nc2ccccn2)N2Cc3ccccc3C2=O)cc1 (stereo not given),1.1%,5%,-19%,-8%,i,0.6,-10%,-4%,-4.5%,5%

# An excerpt of these results, with two lines to a compound:
# Order of values – HIV fusion peptide | Siah-1 displacement | LYP phosphatase | KOR beta-arrestin-1 | Myeloid diff 2 | Myeloid diff 2 GFP+ MAC1+ % | HEK293 NOD2/NF-kB | NOD1 NF-kB reporter | KOR beta-arrestin-2 | Salmonella PhoP GFP
Cn1c(=O)[nH]c(=O)c2c1nc(Br)n2CC(O)c1ccccc1 (stereo not given)
→ 1.1% | 1% | -4% | -40% | i | 1.1 | 4% | -14% | 2.4% | 7%
CCC(NC(=O)c1cc(COc2ccc(Cl)cc2OC)on1)c1ccncc1 (stereo not given)
→ 1.1% | 2% | -7% | -18% | i | 0.8 | -35% | -63% | 1.9% | -3%
COc1ccc(-n2nnnc2SCC(=O)N2CCCc3ccccc32)cc1OC
→ -2.7% | -3% | -4% | -14% | i | 3.6 | 21% | -3% | 8.9% | 4%
c1ccc2c(c1)CCN(C1=Nc3cccc4cccc1c34)C2
→ 10% | 112% | -5% | 28% | i | 0.4 | -30% | -42% | -11% | -2%
CCCC/S(CC1CC1(Cl)Cl)=N\S(=O)(=O)c1ccc(C)cc1 (stereo not given)
→ -0.6% | 5% | -4% | -24% | i | 11 | 14% | -19% | 4.8% | -5%
